# Assay outcomes: PubChem BioAssay, National Center for Advancing Translational Sciences (NCATS)
# GALK inhibitor – blocks human galactokinase activity | P51570 | Purified GALK, Kinase-Glo residual ATP luminescence | Potency, µM (doses to about 57.5 µM), inactives show at the top dose activity change, negative = inhibition, actives largely listed as inhibitors | actives 0.007% (n = 270,000) | AID 1868; further: potency means the concentration at half of the fitted maximal effect; on the % scale 0 is the no-effect control and ±100 the full control effect
#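 ATP-depletion format; final 35 uM ATP, 100 uM D-galactose, 5 nM enzyme; pH 8.0 HEPES/Mg2+ buffer; 60 min RT; luminescence read 10 min after detection reagent.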
# B2AR arrestin – beta2AR (human) beta-arrestin recruitment activity; P07550; beta-arrestin recruitment to beta2AR, cell-based reporter; Potency, µM (doses to about 46.1 µM), for the others: at the highest dose activation, hits mostly activators; actives 0.02% (n = 330,000);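 further: potency means the concentration at half of the fitted maximal effect; 0% = DMSO controls and full agonism = EC100 isoproterenol or metaproterenol; nearly all actives have a fitted effect of over 65% in size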
# BCR signal inh – inhibitors of chronic active B-cell receptor signaling. ABC-DLBCL IkBa-CBG/CBR reporter, luminescence ratio, 4 h. Potency, µM (highest dose often 46.1 µM), without a hit: at the top dose ratio change, negative = lower green/red ratio, actives largely listed as inhibitors. actives 0.05% (n = 340,000). AID 493014; active means well fitted inhibition curve with a large enough effect in the signal ratio, with a control signal flat, not every such curve was filed as active; inconclusive means small, poorly fitted or top-dose-only effect, or effect the other way, or a change in a side signal; the % refers to the signal ratio;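 further: potency means the concentration at half of the fitted maximal effect; plate controls were basal doxycycline-induced cells for no effect and cells given 10 µM MG132 for full effect; MG132 reads +100%, hits lower the ratio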
#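 Cell line TMD8 (human ABC DLBCL), stably expressing tet-inducible CBG68-IkBa fusion and CBR; IMDM/0.5% FBS; cpd up to 46 uM; dox induction, 4 h, 37C/5% CO2; dual luminescence; green/red ratio; MG132 control.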
# Menin MLL FP TR – menin-MLL binding inhibition, Texas Red mutant peptide | actives 0.23% (n = 270,000) | O00255 | Potency, µM (titrated, usually from 61.6 µM), for inactives: top-dose FP activity change, negative = inhibition, most hits filed as inhibitors | Menin + Texas Red MLL mutant peptide, fluorescence polarization; active means well fitted inhibition curve with a large enough effect in the polarisation, with a control signal flat, not every such curve was filed as active; inconclusive means small, poorly fitted or top-dose-only effect, or effect the other way, or a change in a side signal; inactive means no such curve, though single readings can be large or run the other way; the % refers to the polarisation; further: potency means the concentration at half of the fitted maximal effect; % of control where 0% means no effect; many of its hits are not listed in these tables
# PKM2 activator – increases activity of human pyruvate kinase M2 | P14618 | purified PKM2, Kinase-Glo ATP luminescence, activation; response scale: 0% is enzyme alone, no compound | Potency, µM (titrated, usually from 57.5 µM), for inactives: at the top dose activation, actives largely listed as activators | actives 0.34% (n = 260,000); further: potency means the concentration at half of the fitted maximal effect; on the % scale 0 is the no-effect control and ±100 the full control effect; nearly all actives have a fitted effect of over 55% in size
# Target sequence (P14618 whole entry, looked up): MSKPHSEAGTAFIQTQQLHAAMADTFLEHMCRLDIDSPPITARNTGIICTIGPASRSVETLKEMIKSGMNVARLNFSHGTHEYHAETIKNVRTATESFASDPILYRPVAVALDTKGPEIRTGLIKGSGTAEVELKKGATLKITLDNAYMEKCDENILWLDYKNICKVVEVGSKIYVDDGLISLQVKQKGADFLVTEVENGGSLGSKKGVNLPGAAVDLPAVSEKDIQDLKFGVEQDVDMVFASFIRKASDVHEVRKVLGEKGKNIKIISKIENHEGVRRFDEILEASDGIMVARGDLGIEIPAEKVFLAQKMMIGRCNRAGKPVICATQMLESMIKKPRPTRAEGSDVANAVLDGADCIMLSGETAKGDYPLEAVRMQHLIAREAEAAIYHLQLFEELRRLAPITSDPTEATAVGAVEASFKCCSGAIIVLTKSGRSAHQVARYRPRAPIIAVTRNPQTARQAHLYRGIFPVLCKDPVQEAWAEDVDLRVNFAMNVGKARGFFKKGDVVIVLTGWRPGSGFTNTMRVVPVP
#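 hPK-M2, >95% pure; 0.1 mM ADP / 0.5 mM PEP final; imidazole pH7.2 buffer w/ 7 mM MgCl2, 50 mM KCl; 1 h RT; Kinase-Glo lum. Intermediate enzyme activity for dual inhibitor/activator qHTS.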
# a7 integrin act – integrin-mediated muscular dystrophy alleviation activation; alpha7betagal myoblasts, beta-gal FDG fluorescence, 48 h; Potency, µM (highest dose often 38.3 µM), for inactives: top-dose activation, hits mostly activators; actives 0.064% (n = 350,000); AID 624291;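 further: potency means the concentration at half of the fitted maximal effect; 100% = response of the positive control SU9516; nearly all actives have a fitted effect of over 60% in size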
#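 alpha7betagal+/- myoblasts (passage 13, 250/well) treated 48 h at 37C with compounds at 1:260 dilution of DMSO stock. Lysed, then beta-galactosidase activity read as FDG fluorescence (ex 480/em 540) after 30 min, with pre-read for autofluorescence.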
# Tb PFK block – T. brucei PFK enzyme inhibition; O15648; T. brucei PFK, ADP-Glo luminescence; Potency, µM (doses to about 57.5 µM), for the others: top-dose activity, negative = inhibition, actives largely listed as inhibitors; actives 0.17% (n = 330,000);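 further: potency means the concentration at half of the fitted maximal effect; 0% = uninhibited 1x PFK enzyme wells and -100% = no-enzyme wells; nearly all actives have a fitted effect of over 60% in size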
#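 1.25 nM PFK with 0.5 mM F6P and 0.1 mM ATP in 0.1 M TEA pH 8.0, 5 mM MgCl2, incubated 45 min at room temperature; ADP measured by ADP-Glo luminescence; compounds titrated up to 57 uM.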
# Giardia killer – Giardia lamblia killing | Giardia lamblia trophozoite viability | activity change, % at 7.66 µM, hits read low | actives 0.15% (n = 340,000) | AID 540267; in the data active means activity change below about -80%; inconclusive means between about -30% and that limit;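 further: parasites exposed to compound for two days anaerobically before the ATP read; on the % scale 0 is the no-effect control and ±100 the full control effect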
#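 ATP-content bioluminescence gauges trophozoite survival. Cells (100/well) receive compound and incubate anaerobically for 48 hrs at 37 deg C; detection reagent follows for 15-30 min at room temperature.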
# Coupling enz – coupling enzyme interference in Giardia aldolase counter-screen. coupling enzyme system counterscreen, AmpLite Red fluorescence. AID 2472. activity change, negative = inhibition, % at 58.2 µM, hits read low. actives 0.67% (n = 290,000); in the data active means activity change below about -30%; further: on the % scale 0 is the no-effect control and ±100 the full control effect
#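 Compounds tested against the coupling enzymes alone at 57.5 uM final; readout was AmpLite Red fluorescence (525/598 nm) after 20 min at RT.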
# S-ASM inh – blocks human secretory acid sphingomyelinase; P17405; placental ASM, HMU-PC fluorogenic substrate, 60 min; Potency, µM (highest dose often 57.5 µM), for inactives: at the highest dose activity change, negative = inhibition, hits mostly inhibitors; actives 0.006% (n = 340,000); AID 504937; further: potency means the concentration at half of the fitted maximal effect
#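 HMU-PC0 cleavage (9 uM final) by human placental ASM, 60 min at 37 °C following 10 min compound exposure at RT; stopped at pH 10, fluorescence Ex 386/Em 447 nm.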
# TSG101-PTAP inh – blocks PTAP/TSG101 interaction to inhibit HIV-1 budding. Q99816. Fluorescence polarization, FITC-PTAP peptide / Tsg101 binding. Potency, µM (highest dose often 115 µM), for inactives: at the highest dose activity change, negative = inhibition, hits mostly inhibitors. 340,000 tested, under 10 active. AID 493005; active means well fitted inhibition curve with a large enough effect in the main read-out, with a control signal flat, not every such curve was filed as active; inconclusive means small, poorly fitted or top-dose-only effect, or effect the other way, or a change in a side signal; inactive means no such curve, though single readings can be large or run the other way; further: potency means the concentration at half of the fitted maximal effect; % of control where 0% means no effect
# Target sequence (Q99816 whole entry, looked up): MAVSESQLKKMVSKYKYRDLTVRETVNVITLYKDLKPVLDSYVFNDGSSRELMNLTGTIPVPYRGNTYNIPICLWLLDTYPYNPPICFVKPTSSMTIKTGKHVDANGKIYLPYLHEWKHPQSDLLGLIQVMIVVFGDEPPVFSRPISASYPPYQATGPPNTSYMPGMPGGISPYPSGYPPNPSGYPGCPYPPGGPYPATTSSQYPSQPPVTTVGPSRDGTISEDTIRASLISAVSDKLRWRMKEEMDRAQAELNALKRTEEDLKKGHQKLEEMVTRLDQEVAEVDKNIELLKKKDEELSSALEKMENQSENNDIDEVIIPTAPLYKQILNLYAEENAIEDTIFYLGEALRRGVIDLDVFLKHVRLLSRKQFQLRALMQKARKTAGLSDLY
#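 Fluorescence polarization binding of Tsg101 binding domain (10 uM final) to FITC-labeled PTAP peptide (50 nM final) in HEPES pH 7.5 buffer with NaCl, Tween 20, EDTA, TCEP. Compounds added before peptide; binding 20 min at RT.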
# Active calls of the source: *; ? = inconclusive; / = no result given; [ ] = remark or other dose. Unless noted, the call rests on the fitted dose curve; in most records, active means well fitted curve in the direction sought with a large enough effect; inconclusive means small, poorly fitted or top-dose-only effect, or another doubt; inactive means no such curve, though single readings can be large; an effect the other way counts as inactive or inconclusive. Not all compounds are listed. The share of hits here may be higher or lower than overall.
SMILES,GALK inhibitor,B2AR arrestin,BCR signal inh,Menin MLL FP TR,PKM2 activator,a7 integrin act,Tb PFK block,Giardia killer,Coupling enz,S-ASM inh,TSG101-PTAP inh
O=C1c2ccc([N+](=O)[O-])cc2C(=O)N1CNc1ccccn1,6%,0.0%,-3%,-10%,24%,-21%,-2%,11,0,-1%,5%
O=C(Nc1nccs1)c1ccc([N+](=O)[O-])cc1Cl,-4%,-0.1%,4%,0%,0%[11.5 µM],-4%,-5%,?,1,-8%,-4%
CN(C)S(=O)(=O)c1cccc(NC(=O)c2cc3c(cc2Cl)N2CCCCCC2=NS3(=O)=O)c1,-4%,-1.0%,?,13%,9%,0%,-6%,1,-1,-3%,-2%
COc1ccc(Cc2nnc(SCC(=O)N3CCc4ccccc4C3)o2)cc1,3%,-1.2%,1%,-18%,18%,-2%,-5%,8,-9,-1%,-3%
Cn1c(=O)c2cc(S(=O)(=O)NCCC(=O)Nc3ccc(F)cc3F)ccc2n(C)c1=O,-1%,0.2%,4%,-3%,3%,-3%,-4%,-2,1,8%,-3%
CC(C)C1N=C2c3ccccc3N=C(SCC(=O)c3ccc(O)c(O)c3)N2C1=O (stereo not given),0%,-0.3%,-1%,9%,2%,-3%,-6%,-13,2,78%[activator],1%
O=C(COc1ccc(F)c(Cl)c1)c1ccc[nH]1,4%,0.1%,-5%,6%,-1%,-8%,?,24,3,2%,-3%
O=C(NCc1ccccc1)C1CCN(c2nc(-c3ccccc3)nc3c2CCC3)CC1,-9%,-1.0%,?,/,-1%,-31%,2%,9,/,/,1%
Cc1ccc(OCCOC(=O)Cn2nc(C)c([N+](=O)[O-])c2C)cc1,2%,-0.1%,0%,10%,-14%,13%,-3%,1,3,-2%,-5%
Cc1ccccc1N1C(=O)CC1(C#N)c1ccc(OCc2ccccc2)cc1 (stereo not given),0%,-0.8%,0%,5%,-6%,-19%,-4%,9,-4,-10%,7%
O=C(Nc1cc(S(=O)(=O)N2CCOCC2)ccc1O)c1ccc(S(=O)(=O)N2CCCCC2)cc1,/,0.7%,?,/,/,8%,0%,9,/,-14%,-7%
COC(=O)c1c(NC(=S)Nc2ccc(F)cc2[N+](=O)[O-])sc2c1CCCCC2,0%,-1.3%,-5%,?,3%,5%,-17%,12,2,-4%,-5%
CCSc1nnc2c(Cl)cc(Cl)cn12,-2%,0.1%,2%,-3%,0%,8%,-2%,-3,0,2%,-5%
COc1cccc(Cn2c(OCC3CCCO3)nc3c2c(=O)n(C)c(=O)n3C)c1 (stereo not given),2%,-0.7%,0%,-17%,-7%,27%,0%,-14,2,-1%,-2%
CCOC(=O)c1cccc(NC(=O)CN2C(=O)C3C4C=CC(C4)C3C2=O)c1 (stereo not given),-2%,-0.3%,2%,8%,-7%,0%,-3%,-3,0,3%,-1%
CSc1nc(O)c(C(c2ccc(C)cc2)c2c(O)nc(SC)[nH]c2=O)c(=O)[nH]1,-7%,-0.4%,4%,?,-7%[11.5 µM],14%,8%,4,7,6%,-4%
CCOc1ccc(C2=Nn3c(nnc3-c3ccc(OC)cc3)SC2)cc1,3%,-0.4%,13µM*,2%,-6%,-32%,2%,18,2,-19%,-6%
COC(=O)CC1=C(C(=O)OC)C(c2ccc3c(c2)OCO3)C(C#N)=C(N)O1 (stereo not given),-1%,-0.4%,-1%,/,-2%,-36%,-3%,-25,0,-4%,-7%
COc1ccc(CCN=C2SCC(=O)N2C)cc1OC,3%,0.6%,-1%,-7%,-3%,-5%,-6%,1,-2,2%,-4%
COc1ccccc1CNC(=O)c1ccc(S(=O)(=O)N(C)C)cc1,1%,-0.3%,0%,-1%,4%,6%,2%,-11,0,-2%,-4%
COc1cc(NC(=S)NC2CC(C)(C)NC(C)(C)C2)c(OC)cc1Cl,0%,0.0%,?,8%,0%,?,-5%,1,-1,0%,-1%
CC1(C)NC(=O)N(CC(=O)Nc2cc(C(F)(F)F)cc(C(F)(F)F)c2)C1=O,-2%,0.3%,0%,/,-7%,-25%,-3%,7,/,-1%,-11%
O=C(CSc1ccc(Cl)cc1)Nc1ccccc1Oc1ccccc1,3%,-0.4%,-2%,-14%,0%,14%,0%,43[activator],-2,6%,-2%
C#CCOCCOCCOCCNc1nc(N2CCN(C(=O)CCCCCCCCCCNC(=O)Cn3cc(C[C@@H](C)O)nn3)CC2)nc(N2CCN(C(=O)CCCCCCCCCCNC(=O)[C@@H](CCSC)n3cc(CCO)nn3)CC2)n1,/,8.4%,?,/,/,-18%,0%,-19,/,0%,0%

# 3 of the entries above in order of the BCR signal inh value, largest number first:
canonical_smiles	BCR signal inh
CCOC(=O)c1cccc(NC(=O)CN2C(=O)C3C4C=CC(C4)C3C2=O)c1 (stereo not given)	2%
COc1cccc(Cn2c(OCC3CCCO3)nc3c2c(=O)n(C)c(=O)n3C)c1 (stereo not given)	0%
O=C(CSc1ccc(Cl)cc1)Nc1ccccc1Oc1ccccc1	-2%

# (next part)
SMILES,GALK inhibitor,B2AR arrestin,BCR signal inh,Menin MLL FP TR,PKM2 activator,a7 integrin act,Tb PFK block,Giardia killer,Coupling enz,S-ASM inh,TSG101-PTAP inh
Cc1cc(C)n(C(=O)C(C)N2C(=O)c3ccccc3C2=O)n1 (stereo not given),-5%,-4.7%,0%,2%,1%,-13%,-1%,4,0,4%,-3%
Cc1cc2cc(CNC(=O)NC3CCCCC3)ccc2[nH]1,0%,0.1%,-3%,-6%,1%,-18%,-8%,3,4,0%,-12%
CCOC(=O)Cn1cc(C=O)c2ccccc21,-3%,0.4%,-18%,-5%,-7%,2%,-1%,-23,-2,-2%,-2%
CN1CCN(c2nc3c(c(=O)n(C)c(=O)n3C)n2Cc2ccccc2)CC1,1%,-0.4%,?,13%,0%,24%,5%,3,-1,2%,3%
CCC(Sc1nnc(-c2ccc(C)c(Cl)c2)n1CC)C(=O)Nc1nccs1 (stereo not given),1%,4.6%,-3%,-9%,10%,-6%,0%,-8,0,0%,0%
Cc1cc(N)nc(C)c1C#N,0%,-0.1%,-9%,5%,-2%,14%,1%,3,-3,8%,-2%
Cc1ccc(S(=O)(=O)n2cnc3cc([N+](=O)[O-])ccc32)c(C)c1,1%,-0.4%,3%,-3%,-5%,9%,-3%,8,-4,-1%,-3%
COc1ccc(-n2ccn(CC(=O)Nc3ccccc3OC)c(=O)c2=O)cc1,6%,0.2%,8%,2%,1%[0.46 µM],33%,-11%,-6,0,0%,-1%
CC(=O)c1cccc(S(=O)(=O)N(C)C2CCN(C)CC2)c1,14%,0.0%,0%,-11%,-1%,15%,1%,1,-1,0%,0%
CC1CC(C)CN(C(=O)CNC(=O)Cn2ccc3ccccc3c2=O)C1 (stereo not given),-2%,-0.3%,0%,-8%,-5%,3%,0%,5,-1,0%,-5%
O=C(COc1ccc(Br)cc1Cl)N1CCN(c2ncccn2)CC1,/,0.2%,?,/,/,-34%,-10%,-1,/,-1%,-10%
Cc1cc(C)nc(NS(=O)(=O)c2ccc(NC(=O)c3ccc4c(c3)OCO4)cc2)n1,3%,0.2%,-7%,1%,9%,15%,2%,-1,5,17%,-9%

# Ordered by SMILES length (ascending): some entries from above
SMILES,GALK inhibitor,B2AR arrestin,BCR signal inh,Menin MLL FP TR,PKM2 activator,a7 integrin act,Tb PFK block,Giardia killer,Coupling enz,S-ASM inh,TSG101-PTAP inh
CC(=O)c1cccc(S(=O)(=O)N(C)C2CCN(C)CC2)c1,14%,0.0%,0%,-11%,-1%,15%,1%,1,-1,0%,0%
CC1CC(C)CN(C(=O)CNC(=O)Cn2ccc3ccccc3c2=O)C1 (stereo not given),-2%,-0.3%,0%,-8%,-5%,3%,0%,5,-1,0%,-5%
CCC(Sc1nnc(-c2ccc(C)c(Cl)c2)n1CC)C(=O)Nc1nccs1 (stereo not given),1%,4.6%,-3%,-9%,10%,-6%,0%,-8,0,0%,0%
